# MC4R antag cAMP = antagonists of human melanocortin 4 receptor (MC4R); 360,000 compounds, 0.48% hits; P32245; MC4R-expressing cells, MTII-stimulated cAMP, LANCE TR-FRET; AID 540295; inhibition, % at 6.5 µM;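 active = inhibition above its plate's cutoff, the mean of tested wells on that plate plus 3 SD, cut at about 29% in these data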;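 also: 0% = Melanotan II alone and 100% = Melanotan II plus saturating MCL0020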
#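 System: U2OS-MC4R stable cell line; Technique: Eu-cAMP/anti-cAMP TR-FRET, emission 671 nm; Repeats: single well per compound; Also added: Melanotan II; Dosing: one concentration, 6.5 µM nominal; Schedule: 30-min compound, 1-h challenge, 1-h detection, room temperature.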
# ABCB6 inh MLPCN = human ABCB6 transporter inhibition; 360,000 compounds, 0.19% hits; Q9NP58; AID 602162; fluorescence ratio to DMSO, % at 10 µM; K562-ABCB6 porphyrin accumulation, flow cytometry, 1 h; hits give low values;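 active = fluorescence ratio to DMSO below 75%, the collection mean minus 3 SD; inconclusive = too few cells collected in the well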;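 also: signal is porphyrin accumulated inside mitochondria; 100% equals median channel fluorescence of DMSO control wells; lower ratio means ABCB6 inhibition with less porphyrin fluorescence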
# Vif inh = blocks HIV Vif function | inhibition, % at 7.49 µM | 340,000 compounds, 0.35% hits | HEK293T cells, Vif self-association by quenched fluorescence, imaging, 24 h | AID 602346; in the data active = inhibition above about 50%, passing the limit was not always enough; inconclusive = no clear call, values can overlap the other calls; inactive = below about 31%; also: some results filed as inactive read as strong as hits
# NOD2 RIPK2 PPI = inhibitors of human NOD2-RIPK2 interaction. O43353. 360,000 compounds, 0.38% hits. inhibition, % at 4.98 µM. AID 624267. CHO BLA complementation NOD2-RIPK2, CCF4 ratio; in the data active = inhibition above about 21%;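 also: 0% = vehicle only and 100% = reference blocker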
# MC4R barr agon = agonists of human melanocortin 4 receptor (MC4R) beta-arrestin. activation, % at 8.9 µM. AID 540308. P32245. U2OS MC4R beta-arrestin complementation, luminescence; percent of melanotan II response, DMSO zero. 360,000 compounds, 0.98% hits;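 active = activation above a per-plate cutoff, the mean activation of sample wells on that plate plus 3 SD, cut at about 8% in these data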
# TLR9-MyD88 inh = TLR9-MyD88 interaction inhibition; Q9NR96+Q99836; CHO BLA complementation TLR9-MyD88, CCF4 FRET ratio; inhibition, % at 4.98 µM; 340,000 compounds, 0.21% hits; AID 504734;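 active = inhibition above the mean over all tested compounds plus 3 SD, cut at about 21% in these data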;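 also: 0% = DMSO only wells and 100% = clavulanate BLA inhibitor control wells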
# ABHD5 PLIN5 PPI = inhibitors of human ABHD5-perilipin-5 interaction. inhibition, % at 4 µM. 360,000 compounds, 0.78% hits. Q00G26+Q8WTS1. Split G. princeps luciferase complementation, luminescence, 4 h;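 active = inhibition above the mean inhibition across every tested compound plus 3 SD, cut at about 22% in these data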;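 also: 0% = DMSO only wells and the 100% control is not disclosed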
# Target sequence (Q00G26 whole entry, looked up): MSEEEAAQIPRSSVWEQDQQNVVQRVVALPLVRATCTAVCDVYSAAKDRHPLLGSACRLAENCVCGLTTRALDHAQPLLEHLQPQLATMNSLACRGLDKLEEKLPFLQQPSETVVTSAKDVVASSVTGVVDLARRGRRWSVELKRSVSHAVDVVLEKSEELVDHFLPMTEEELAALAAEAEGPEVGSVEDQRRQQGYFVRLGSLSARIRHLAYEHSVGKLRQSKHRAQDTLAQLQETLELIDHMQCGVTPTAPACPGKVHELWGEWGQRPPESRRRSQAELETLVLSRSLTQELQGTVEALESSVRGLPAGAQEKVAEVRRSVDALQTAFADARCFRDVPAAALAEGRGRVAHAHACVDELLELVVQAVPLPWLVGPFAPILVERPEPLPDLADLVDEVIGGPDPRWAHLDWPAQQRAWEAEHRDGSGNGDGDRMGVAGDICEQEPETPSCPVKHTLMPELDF
# Target sequence (Q8WTS1 whole entry, looked up): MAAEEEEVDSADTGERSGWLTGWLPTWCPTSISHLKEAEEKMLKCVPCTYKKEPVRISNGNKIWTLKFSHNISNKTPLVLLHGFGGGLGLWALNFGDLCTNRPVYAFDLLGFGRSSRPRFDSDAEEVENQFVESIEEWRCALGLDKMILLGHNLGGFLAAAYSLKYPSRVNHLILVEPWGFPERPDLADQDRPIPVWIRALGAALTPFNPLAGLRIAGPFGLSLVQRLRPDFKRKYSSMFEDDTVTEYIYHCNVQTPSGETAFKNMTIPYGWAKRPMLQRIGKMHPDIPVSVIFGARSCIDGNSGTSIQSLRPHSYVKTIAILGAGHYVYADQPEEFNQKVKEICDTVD
# Glyco luc inh = blocks N-linked glycosylation in D54 reporter cells; 360,000 compounds, 0.23% hits; reporter increase, % at 12.5 µM; D54 ERlucT glycosylation luciferase reporter, 24 h; percent of 100 nM tunicamycin response; AID 588692;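 active = mean luciferase reporter signal, scaled so untreated is 0 and the glycosylation-blocking control 100, at or above a set limit in every replicate; inconclusive = mean reaches the limit but not every replicate does; inactive = mean below the limit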;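 also: luciferase carries N-glycosylation sites so blocking glycosylation raises the light; 0% = median of neutral control wells and 100% = median of 100 nM tunicamycin wells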
# aDG glyco act = alpha-DG glycosylation activation; AID 624168; 360,000 compounds, 0.22% hits; Pro5-aDG cells, alpha-DG glycosylation AlphaScreen (IIH6); 0% Pro5, 100% B10-LARGE cell signal; activation, % at 10 µM;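 active = activation of at least 8% versus controls, or a plate z-score of at least 8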;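 also: Pro5 are CHO cells carrying HIG-tagged alpha-DG that lacks glycosylation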
# Granule exo inh = lytic granule exocytosis inhibition. 360,000 compounds, 0.66% hits. TALL-104 LAMP-1 surface exposure, flow cytometry; cells stimulated with thapsigargin and PMA. AID 651702. inhibition, % at 10 µM;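 active = inhibition above about 55%, limit read from the data; inconclusive = no clear call, values can overlap the other calls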
# * marks the source's active call; other numbers are inactive results; ? = inconclusive; . = not tested or not shown. This is a subset, so the mix of outcomes need not match the whole.
# Below each compound: TLR9-MyD88 inh, Granule exo inh, MC4R barr agon, Vif inh, ABCB6 inh MLPCN, ABHD5 PLIN5 PPI, Glyco luc inh, aDG glyco act, NOD2 RIPK2 PPI, MC4R antag cAMP
COc1ccc(-c2cc(C(F)F)n3ncc(C(=O)N4CCN(C(=O)c5ccco5)CC4)c3n2)cc1
 : -5.3, -0.4, -0.2, -7.0, 97.0, -0.7, 1.7, 0.0, -6.1, 13.4
CCCn1c(SCC(=O)NC(C)c2ccccc2)n[nH]c1=O (configuration not stated)
 : 10.1, 0.5, -2.0, -4.0, 99.0, -2.6, 2.0, 0.0, 6.7, 1.6
C[n+]1c(/C=C/c2ccc(O)cc2)ccc2ccccc21
 : -2.9, 1.2, -2.3, 12.2, 138.0, -4.5, -3.9, -0.2, 8.9, -45.9
Cc1occc1C(=O)NCc1cccc(CNC(=O)c2ccoc2C)c1
 : -15.3, -1.8, 1.4, -0.3, 101.0, 10.8, 0.4, 0.0, -3.5, -0.3
CC(=O)N1c2ccc(S(=O)(=O)N3CCCCC3)cc2CC1C(=O)Nc1ccc(C)cc1 (configuration not stated)
 : -10.0, 0.4, -1.5, -7.6, 94.0, -8.3, 1.5, 0.0, -8.3, 23.2
CCc1ccc(-n2c(C)cc(/C=N/NC(=O)OC)c2C)cc1
 : -4.8, -0.3, 2.2, 8.8, 101.0, 0.9, -5.7, 0.3, 2.7, 1.4
CC1Sc2ccc(S(=O)(=O)CCC(=O)N3CCCCC3)cc2NC1=O (configuration not stated)
 : -10.4, -5.4, -1.0, -2.8, 98.0, -8.1, -0.5, 0.0, 2.6, 15.8
CCC(=O)NCCSc1c[nH]c2ccccc12
 : 1.0, -2.4, -0.4, 0.5, 93.0, -12.3, 0.9, 0.1, 1.7, 0.2
COC(=O)c1cnn(C(=O)c2ccccc2Br)c1N
 : 1.6, -3.2, -0.1, 4.3, 100.0, -4.5, -4.7, -0.3, 2.7, 10.1
COc1ccccc1C(c1nnnn1CC1CCCO1)N1CCC(C(N)=O)CC1 (configuration not stated)
 : -5.7, -2.4, -1.2, 22.8, 105.0, -0.7, 1.3, 0.2, -15.0, 6.4
Cn1nnc2cc(NC(=O)N3CC4(C)CC3CC(C)(C)C4)ccc21 (configuration not stated)
 : -1.5, -5.0, -0.3, ., 101.0, -3.1, 3.5, -0.1, -11.4, 2.5
CC(=O)N1N=C(c2ccccc2)OC1c1cccnc1 (configuration not stated)
 : -7.8, 1.3, 0.3, -8.0, 98.0, -13.0, 1.1, 0.0, -1.9, 0.2
COc1cc(NS(=O)(=O)c2ccc(NC(=S)NC(=O)c3ccccc3)cc2)nc(OC)n1
 : -4.0, -2.9, -1.9, 0.1, 91.0, 9.5, -0.3, -0.1, -6.4, 15.6
Cc1ccc(S(=O)(=O)Nc2cc(-c3ccccc3)nn2C)cc1Cl
 : ., 1.1, -0.5, 0.7, 99.0, -7.5, 1.6, 0.0, 1.5, 7.3
CCOC(=O)N1CCN(C(=O)Cn2nc(C)c3sc4ccccc4c3c2=O)CC1
 : -5.2, -2.2, -1.0, -4.1, 101.0, 8.2, 0.3, 0.0, -2.0, 14.2
Cc1c(-c2cccs2)[n+](=O)c2c(n1[O-])CCCC2
 : 5.8, 1.5, -3.1, -3.6, 76.0, 4.2, 1.5, 0.0, -10.8, -2.2
COc1ccc(C(C(=O)NC2CCCCC2)N(C(=O)CCl)c2ccc(OC)cc2)cc1 (configuration not stated)
 : -5.5, -6.5, 0.6, -1.7, 98.0, -6.9, 10.4, -0.4, -9.7, 7.0
CCN(C(=O)CSc1nc(N)cc(N)n1)C1CCS(=O)(=O)C1 (configuration not stated)
 : 4.6, -1.6, -2.5, -3.4, 105.0, -5.1, -0.2, 0.2, 6.2, 4.8
O=C(CSc1n[nH]c(=O)n1C1CC1)N1N=C(c2ccc(Cl)cc2)CC1c1ccco1 (configuration not stated)
 : -0.2, 0.2, 1.3, -4.6, 96.0, 10.0, 2.2, 0.0, -0.5, 7.7
CCC(=O)N1CCN(c2ccccc2NC(=S)NC(=O)c2ccco2)CC1
 : 11.6, -13.2, -3.8, -7.6, 98.0, 4.5, -2.5, 0.1, -1.6, 4.0
S=c1[nH]ccn1-c1cccc(Cl)c1Cl
 : 3.1, -2.9, 2.4, 52.4*, 103.0, -1.7, 1.4, -0.1, -6.4, -2.3
O=c1cc2[nH]c3ccccc3c(=O)n2nc1-c1ccccc1
 : 14.6, -1.2, -2.0, 0.8, 106.0, -31.0, -1.2, 0.2, 16.6, -0.1
CCOc1ccc(N(CC(=O)NCCSc2ccccn2)S(=O)(=O)c2ccc(Cl)cc2)cc1
 : -5.4, 56.9*, 1.3, -12.8, 98.0, -6.3, -4.1, 0.0, 5.6, -0.5
CC1(C(=O)NS(=O)(=O)c2ccccc2Cl)CCN1C(=O)Cc1ccccc1Cl (configuration not stated)
 : ., -1.4, -0.9, ., 98.0, 6.8, 1.0, -0.1, -6.0, 10.0
O=C(O)C(Cc1ccccc1)NC(=O)C(c1ccccc1)c1ccccc1 (configuration not stated)
 : -6.5, -1.9, -1.4, 10.7, 100.0, -9.7, 1.5, 0.0, -1.4, 15.9
Cc1nc(SCC(=O)OCc2ccccc2)c(C#N)c(-c2ccccc2)c1C(=O)Nc1ccccc1
 : -7.6, -1.9, -1.3, 7.7, 97.0, -6.6, 0.1, 0.5, -3.8, -2.0
COc1cc(OC)cc(C(=O)Nc2ccccc2-c2nnn(CC(N)=O)n2)c1
 : 2.5, -13.6, 0.9, -9.2, 97.0, 2.1, 5.8, -0.2, 1.0, 5.3
Cc1cccc(NS(=O)(=O)c2cc3c(cc2C)NC(=O)CO3)c1
 : 7.5, 4.2, 0.1, -7.8, 99.0, 4.0, 1.0, 0.0, 0.0, 3.4
OC[C@H]1O[C@H](c2nc(-c3nc(-c4cccs4)no3)cs2)C[C@@H]1O
 : ., 3.5, 1.1, ., 96.0, 9.0, -12.7, 1.4, -35.1, 6.8
CCN(CC)S(=O)(=O)c1cc(NC(=O)CSc2nccn2C)ccc1C
 : 0.4, -1.6, -0.6, -4.2, 113.0, -5.0, -2.2, 0.0, -0.2, 7.6
O=C(Nc1ccc(S(=O)(=O)Nc2ncccn2)cc1)C12CC3CC(CC(Cl)(C3)C1)C2
 : 9.7, 11.1, -0.1, 0.6, 100.0, -2.7, 0.0, 0.1, -11.1, 10.1
CCCCOC(=O)Nc1ccc(S(=O)(=O)Nc2ncccn2)cc1
 : ., 0.0, 2.2, 1.1, 99.0, -4.2, -0.7, 0.3, 5.4, -1.1
CCOC(=O)C1CCN(C(=O)CCc2nnc3ccc(NCc4ccco4)nn23)CC1
 : -8.4, -11.6, 0.8, 3.5, 102.0, 51.1*, 0.7, 0.1, -6.7, 18.1
CCOCCCNC(=O)C(NC(=O)c1ccc(=O)[nH]c1)c1ccc(C)cc1 (configuration not stated)
 : -7.3, -5.4, -0.3, ?, 88.0, 2.3, 2.6, 0.3, -5.4, -3.2
COc1ccc(/C=C/C(=O)C2(O)CCCCC2)cc1OC
 : 11.5, 13.1, -1.2, 4.6, 85.0, 1.7, 1.5, 1.2, 12.6, -2.3
CC(=O)c1ccc(OC(=O)C2CSC3(C)CCC(=O)N23)cc1 (configuration not stated)
 : -6.1, 5.0, -0.1, 0.2, 98.0, -2.0, 1.0, -0.3, -10.9, 6.8
Nc1ccccc1Nc1ccncc1[N+](=O)[O-]
 : 4.3, -1.0, -1.6, -1.9, 99.0, -1.6, 1.0, -0.2, -0.7, 2.4
Cc1ccccc1CN1CCN(Cc2cc(=O)c3ccccc3[nH]2)CC1CCO (configuration not stated)
 : 8.8, 2.2, -1.4, 11.0, 97.0, 1.6, -1.2, 0.2, -2.8, 3.7
CN(c1ccccc1C(=O)Nc1ccc2c(c1)OCO2)S(C)(=O)=O
 : -3.0, 0.4, -0.4, -6.4, 105.0, 4.9, 0.8, 0.0, -4.1, -0.9
CCCCNC(=O)C1c2ccccc2OCC(=O)N1Cc1ccccc1 (configuration not stated)
 : ., 14.0, ., ., 97.0, 4.5, ., 0.3, 3.8, .
CC(C)C1Nc2ccc(C(=O)N3CCN(c4ccccn4)CC3)cc2NC1=O (configuration not stated)
 : 0.0, 6.1, -2.5, 1.9, 97.0, -9.7, 1.5, 0.1, -12.7, -1.2
C/C(=N\Nc1ccc2nncn2n1)c1cccs1
 : -2.2, 15.0, -0.5, -5.4, 100.0, -0.6, 0.5, -0.1, -1.6, -11.1
CCN1CCN(S(=O)(=O)c2ccc(Cl)c(C(=O)N(C)Cc3cccc(Cl)c3Cl)c2)CC1
 : -6.1, 2.9, -1.4, -15.4, 97.0, -0.9, -3.3, 0.4, 11.2, 3.8
O=C(CSC(=S)N1CCCCC1)Nc1ncc2c(n1)CCCC2=O
 : -0.7, -4.7, -0.4, -8.0, 98.0, 3.7, 2.3, 0.0, -5.7, 12.0
COc1ccc(-c2nc3ccccc3c(=O)o2)cc1OC
 : -1.3, -4.7, -1.4, 14.5, 101.0, 1.0, 0.3, -0.1, 8.4, 4.3

# Three records drawn at random from the list so far:
# Below each compound: TLR9-MyD88 inh, Granule exo inh, MC4R barr agon, Vif inh, ABCB6 inh MLPCN, ABHD5 PLIN5 PPI, Glyco luc inh, aDG glyco act, NOD2 RIPK2 PPI, MC4R antag cAMP
CC1Sc2ccc(S(=O)(=O)CCC(=O)N3CCCCC3)cc2NC1=O (configuration not stated)
 : -10.4, -5.4, -1.0, -2.8, 98.0, -8.1, -0.5, 0.0, 2.6, 15.8
Cc1occc1C(=O)NCc1cccc(CNC(=O)c2ccoc2C)c1
 : -15.3, -1.8, 1.4, -0.3, 101.0, 10.8, 0.4, 0.0, -3.5, -0.3
CCOc1ccc(N(CC(=O)NCCSc2ccccn2)S(=O)(=O)c2ccc(Cl)cc2)cc1
 : -5.4, 56.9*, 1.3, -12.8, 98.0, -6.3, -4.1, 0.0, 5.6, -0.5

# Remaining list, next part.
# Below each compound: TLR9-MyD88 inh, Granule exo inh, MC4R barr agon, Vif inh, ABCB6 inh MLPCN, ABHD5 PLIN5 PPI, Glyco luc inh, aDG glyco act, NOD2 RIPK2 PPI, MC4R antag cAMP
O=C(COc1ccc(F)cc1)Nc1nc(-c2ccccn2)cs1
 : 6.6, 5.9, -3.0, -1.6, 99.0, -11.5, -1.4, 1.4, 2.9, 6.2
CC(C)n1c(NCc2cc(Cl)ccc2O)nc2ccccc21
 : -8.6, 1.8, 3.4, 1.0, 100.0, -7.3, -5.4, 3.4, -9.5, 6.5
CN(Cc1ccccc1)C(=O)CSc1nnc(-c2ccco2)n1-c1ccccc1
 : 2.8, 2.0, -0.8, -6.8, 97.0, 2.7, -0.8, 0.8, -1.9, 16.7
Cc1oc(-c2ccccc2)cc1C(=O)Nc1cccc(/C=C/C(=O)O)c1
 : 0.5, 19.4, -1.3, -2.7, 95.0, 2.5, -1.6, -0.2, -3.5, 1.6
CC(=O)Nc1ccc(S(=O)(=O)c2ccc(N)cc2)cc1N
 : 4.5, 2.1, -0.2, -1.5, 99.0, 6.8, 2.1, -0.1, 1.0, 7.5

# From PubChem BioAssay
